Screening results deposited in PubChem by Johns Hopkins Ion Channel Center.
TRPC4 act = TRPC4 (mouse) channel activation | actives 0.49% (n = 310,000) | AID 2237 | Q9QUQ5 | HEK293 TRPC4beta/mu-opioid, Fluo4 calcium fluorescence; hits give high values | B-score at 10 µM;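 active = B-score above 5 SD of library B-scores, and initial fluorescence ratio not above library mean plus 5 SD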;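 also: positive B-score marks a calcium rise read as TRPC4 activation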
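System – HEK293 cells stably co-expressing mouse TRPC4beta and mu-opioid receptor · Signal – Fluo4 calcium-sensitive dye fluorescence, kinetic, 1 Hz baseline · Benchmarks – buffer (low) and maximal DAMGO (high) · Read-out – B score of integrated fluorescence ratio per well · Incubation – dye loading 45 min room temperature, 110 s kinetic read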
TRPC4 inh = blocks the mouse TRPC4 cation channel | Q9QUQ5 | HEK293 TRPC4beta/mu-opioid, DAMGO-evoked Fluo4 calcium flux; hits give low values | B-score at 10 µM | actives 0.39% (n = 300,000) | AID 2247;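 active = B-score over 3 SD under the library average, no early fluorescence shift, positive overall ratio signal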
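Assay system: HEK293 cells with stable TRPC4beta plus mu-opioid receptor expression; Probe or stimulus: DAMGO in two steps, submaximal then maximal; Dosing: single-point compound dosing; Measured by: Fluo4 calcium-dye fluorescence, kinetic read; Read-out basis: B score from integrated Fluo4 fluorescence ratio.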
MrgX1 ag = agonists of human MrgX1 receptor; MrgX1-HEK293 cells, Fluo-4 calcium fluorescence, agonist mode; hits give high values; AID 588627; Q96LB2; actives 0.44% (n = 310,000); B-score at 10 µM;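 active = calcium response B-score plate-corrected fluorescence ratio at least 3 library SD, with starting fluorescence B-score inside 5 SD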
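Material: HEK293 cells stably expressing human MrgX1 receptor | Quantity: 15,000 cells per well | Times: Cells plated overnight, dye loaded 0.5 h 37 °C, 0.5 h room temperature | Measured by: Kinetic Fluo-4 NW fluorescence of intracellular calcium | Control set: Positive and negative controls per plate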
TRPC4 potent = TRPC4 (mouse) allosteric potentiation | HEK293 TRPC4beta/mu-opioid, DAMGO EC20, Fluo-4 Ca2+ flux; hits give high values | AID 2227 | actives 0.42% (n = 310,000) | Q9QUQ5 | B-score at 10 µM;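 active = B-score of calcium response area above 5 SD of library B-scores, with initial fluorescence ratio within 5 SD of library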;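 also: B-score of integrated fluorescence ratio over time as area under calcium response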
TRPC6 act = mouse TRPC6 channel activation | Q61143 | HEK293-TRPC6 membrane potential dye fluorescence; hits give high values | B-score at 10 µM | actives 0.13% (n = 310,000);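 active = B-score of the integrated fluorescence ratio above library mean plus 3 SD, and starting fluorescence ratio within library mean plus 5 SD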;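 also: higher score means more depolarization so channel activation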
TRPC6 inhibitor = mouse TRPC6 channel inhibition; AID 2553; HEK293-TRPC6, membrane potential dye, ACh-evoked depolarization; hits give low values; B-score at 10 µM; actives 1.1% (n = 310,000); Q61143;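 active = B-score under library mean minus 3 SD, initial fluorescence not abnormally high, positive integrated signal ratio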;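 also: B-score derived from integrated fluorescence ratio over the kinetic read; more negative B-score means stronger inhibition of depolarization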
MrgX1 PAM = human MrgX1 positive allosteric modulation, primary screen; actives 0.63% (n = 310,000); Q96LB2; MrgX1-HEK293, Fluo-4 calcium flux, FDSS; hits give high values; B-score at 10 µM; AID 588675;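 active = plate-corrected calcium response at least 3 library SD above typical, normal starting fluorescence, not activating the receptor alone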;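 also: compound read alongside a low EC10 to EC30 dose of BAM8-22 agonist; peak minus trough fluorescence over baseline measured at the second addition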
MrgX1 antag = human MrgX1 receptor antagonism, primary screen; B-score at 10 µM; MRGX1-HEK293 calcium flux, Fluo-4, BAM8-22 antagonism; hits give low values; actives 1.3% (n = 310,000);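 active = calcium-response B-score plate-corrected more than 3 library SD below zero, starting fluorescence within 5 deviations, no agonist response on first addition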;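 also: peak minus trough fluorescence over baseline after final BAM8-22 challenge near maximal dose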
ANO1 activ = activators or potentiators of mouse TMEM16A chloride channel; actives 0.3% (n = 340,000); HEK293 TMEM16A/YFP-H148Q/I152L, iodide quench fluorescence; hits give low values; Q8BHY3; B-score at 10 µM;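 active = fluorescence-ratio B-score plate-corrected deviation score at least 3 library SD below zero, with starting fluorescence score within 5 deviations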;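 also: channel opened by trigger with iodide after compound preincubation; score built on the fluorescence ratio of max minus min over baseline; more negative score means more quench and so TMEM16A activation or potentiation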
Target sequence (Q8BHY3 whole entry, looked up): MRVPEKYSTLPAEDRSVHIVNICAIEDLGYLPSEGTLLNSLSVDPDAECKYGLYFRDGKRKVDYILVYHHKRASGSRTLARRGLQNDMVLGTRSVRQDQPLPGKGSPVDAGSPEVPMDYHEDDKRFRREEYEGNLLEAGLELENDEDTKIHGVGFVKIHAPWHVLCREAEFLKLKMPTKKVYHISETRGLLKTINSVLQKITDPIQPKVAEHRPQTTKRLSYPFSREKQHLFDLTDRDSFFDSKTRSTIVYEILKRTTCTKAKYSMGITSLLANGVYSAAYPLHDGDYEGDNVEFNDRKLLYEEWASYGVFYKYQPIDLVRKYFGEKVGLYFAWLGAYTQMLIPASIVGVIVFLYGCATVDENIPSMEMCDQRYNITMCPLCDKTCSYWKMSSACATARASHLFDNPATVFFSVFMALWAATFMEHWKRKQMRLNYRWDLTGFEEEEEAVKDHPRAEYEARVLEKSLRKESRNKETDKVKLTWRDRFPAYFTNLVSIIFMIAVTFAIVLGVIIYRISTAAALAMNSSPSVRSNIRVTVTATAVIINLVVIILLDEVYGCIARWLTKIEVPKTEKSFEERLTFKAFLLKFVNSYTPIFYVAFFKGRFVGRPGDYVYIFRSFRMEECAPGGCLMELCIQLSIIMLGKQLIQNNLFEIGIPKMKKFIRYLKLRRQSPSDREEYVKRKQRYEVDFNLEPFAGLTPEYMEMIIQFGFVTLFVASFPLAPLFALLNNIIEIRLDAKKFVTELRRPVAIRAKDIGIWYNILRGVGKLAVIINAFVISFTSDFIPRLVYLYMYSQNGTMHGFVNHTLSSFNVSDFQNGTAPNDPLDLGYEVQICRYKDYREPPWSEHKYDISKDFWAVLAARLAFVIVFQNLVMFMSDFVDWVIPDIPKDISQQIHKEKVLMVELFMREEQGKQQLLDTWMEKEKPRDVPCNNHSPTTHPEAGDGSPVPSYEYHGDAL
RGS4 block = human RGS4 inhibition; P49798; HEK293 M3R/RGS4 inducible, Fluo-4 calcium flux; hits give high values; triggered by carbachol at its EC20; actives 0.45% (n = 310,000); B-score at 10 µM;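 active = B-score, a plate-corrected calcium signal, over three deviations above library mean, with baseline fluorescence within five deviations of library mean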;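 also: RGS4 expression induced by doxycycline in cells with stable M3 receptor; B-score is computed from the integrated fluorescence ratio over baseline after carbachol; higher B-score means a larger calcium signal and so more RGS4 inhibition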
ANO1 block = inhibitors of mouse TMEM16A calcium-activated chloride channel | Q8BHY3 | HEK293 TMEM16A/YFP iodide influx fluorescence, ionomycin | normalized B-score (activity score, 25-100; higher = stronger inhibition) at 10 µM | actives 1.2% (n = 310,000);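 active = ratio plate-corrected score three or more library SD toward inhibition, starting fluorescence score within five deviations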;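 also: score derived from kinetic fluorescence span divided by baseline fluorescence per well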
Starred values were filed as active, the others as inactive; i = inactive; x = no result given. An unsorted share of the library; overall some 5.8% were active at least once.

SMILES	TRPC4 act	TRPC4 inh	MrgX1 ag	TRPC4 potent	TRPC6 act	TRPC6 inhibitor	MrgX1 PAM	MrgX1 antag	ANO1 activ	RGS4 block	ANO1 block
CO/N=C\CC(=O)Nc1ccc(Oc2ccccc2)cc1	i	i	i	i	i	i	i	i	i	i	i
O=C(Cn1cnc2ccccc21)c1ccc(Br)cc1	i	i	i	i	i	i	i	i	i	i	i
CN1CCCc2cc(C#N)c(=O)[nH]c21	i	i	i	i	i	i	i	i	i	i	i
COc1ccc(C(=O)C(=O)c2ccc(OCCO)cc2)cc1	i	i	i	i	i	i	i	i	i	i	i
CCCN(CCC)CC(O)CN(c1ccccc1)S(=O)(=O)c1ccc(C)cc1 (configuration not stated)	i	i	i	i	i	i	i	i	i	i	i
COc1ccccc1C(=O)Nc1ccnn1C1CCN(C/C=C/c2ccc(F)cc2)CC1	i	i	i	i	i	i	i	i	i	i	i
O=C(CSc1nncn1-c1ccccn1)Nc1ccccc1Cl	i	i	i	i	i	i	i	i	i	i	i
COc1ccc(C(C(=O)NC2CCCC2)N(C(=O)c2ccoc2C)c2cc(C)cc(C)c2)cc1 (configuration not stated)	i	i	i	i	i	i	i	i	i	i	i
CSc1ccc(S(=O)(=O)NCCSC(C)(C)C)cc1	i	i	i	i	i	i	i	i	i	i	i
O=C(N/N=C/c1cc(Br)c(O)c(Br)c1O)c1cccnc1	i	i	i	i	i	i	i	i	i	i	i
COc1ccc(NC(=O)CN2C(=O)c3cccc4cccc2c34)cc1OC	i	i	i	i	i	i	i	i	i	i	i
COc1ccc(C2/C(=C(\O)c3ccc4c(c3)OCCO4)C(=O)C(=O)N2c2nc(C)c(C(C)=O)s2)cc1 (configuration not stated)	i	i	i	i	i	i	i	i	i	i	i
OC(CN1CCOCC1)c1ccc(F)cc1 (configuration not stated)	i	i	i	i	i	i	i	i	i	i	i
O=C(NCc1ccco1)c1cc(-c2cccnc2)nc2ccc(Cl)cc12	i	i	i	i	i	i	i	i	i	i	i
O=C(Nc1cccn(Cc2c(Cl)cccc2Cl)c1=O)c1ccc(Cl)cc1Cl	i	i	i	i	i	i	i	i	i	i	i
COC(=O)CCS(=O)(=O)c1cc(Cl)ccc1Cl	i	i	i	i	i	i	i	i	i	i	i
CCN(CC(=O)NCc1ccc(F)cc1)C(=O)c1ccc(C)o1	i	i	i	i	i	i	i	i	i	i	i
COc1ccc(C2=NO[C@@H]3C(=O)N(c4cccc(C)c4C)C(=O)[C@H]23)cc1OC	i	i	i	i	i	i	i	i	i	i	i
CCC(C)NC(=O)CN(c1ccc2c(c1)OCO2)S(=O)(=O)c1c(C)n[nH]c1C (configuration not stated)	i	i	i	i	i	i	i	i	i	i	i
O=C(OCc1ccccc1)N1CCOCCN(C(=O)OCc2ccccc2)CCOCC1	i	i	i	i	i	i	i	i	i	i	i
COC(=O)NCC12CC3CC(C1)CC(CNC(=O)OC)(C3)C2	i	i	i	i	i	i	i	i	i	i	i
O=C1CSc2ccc(C(=O)O)cc2N1	i	i	i	i	i	i	i	i	i	i	i
CCCCC(=O)OCC(=O)c1ccc(OCC)cc1	i	i	i	i	i	i	i	i	i	i	i
COC(=O)CC1Oc2ccccc2N(Cc2ccc(C)cc2)C1=O (configuration not stated)	i	i	i	i	i	i	i	i	i	i	i
O=S(=O)(c1ccc(F)cc1)N1CCc2ccccc21	i	i	i	i	i	i	i	i	i	i	i

Next section
SMILES	TRPC4 act	TRPC4 inh	MrgX1 ag	TRPC4 potent	TRPC6 act	TRPC6 inhibitor	MrgX1 PAM	MrgX1 antag	ANO1 activ	RGS4 block	ANO1 block
O=C(CCC(=O)N(CC(=O)NC1CCCCC1)Cc1ccco1)Nc1nccs1	i	i	i	i	i	i	i	i	i	i	i
CN=C(C)/C(C(=O)OC)=C(/O)c1ccc(Cl)cc1Cl	i	i	i	i	i	i	i	i	i	i	i
CC1=C(C#N)C(c2cccnc2)C2=C(CCCC2=O)N1 (configuration not stated)	x	x	i	x	x	x	i	i	i	x	i
CCc1nnc(NC(=O)CN2CCN(Cc3ccccc3C)CC2)s1	i	i	i	i	i	i	i	i	i	i	i
CC(C)c1ccccc1NC(=O)Nc1ccc(F)cc1F	i	i	i	i	i	i	i	i	i	i	i
O=C(COC(=O)C1CC(=O)N(Cc2ccccc2)C1)c1ccc(Br)cc1 (configuration not stated)	i	i	i	i	i	i	i	i	i	i	i
O=[N+]([O-])c1cc(Cl)ccc1NCCNc1ncc(C(F)(F)F)cc1Cl	i	i	i	i	i	i	i	i	i	i	i
CC(=O)Nc1ccc(NC(=O)C2CCCN2C(=O)Nc2ccccc2[N+](=O)[O-])cc1 (configuration not stated)	i	i	i	i	i	i	i	i	i	i	i
COc1ccc(C(=O)NCCN2C(=O)S/C(=C\c3cccnc3)C2=O)c(OC)c1OC	i	i	i	i	i	i	i	i	i	i	i
CC(CN1CCOCC1)OC(=O)c1ccccc1Br (configuration not stated)	i	i	i	i	i	i	i	i	i	i	i
Cc1ccc(C(C)NC(=S)NC2CCCCC2)c(C)c1 (configuration not stated)	i	i	i	i	i	i	i	i	i	i	i
CCCCNC(=O)CCC(=O)NNc1nc2ccccc2c2nc(C)nn12	i	i	i	i	i	i	i	i	i	i	i
COC(=O)c1cc(C#N)c(Oc2ccc(OC)cc2)nc1C	i	i	i	i	i	i	i	i	i	i	i
CCCC(O)(CCC)C(=O)NNc1ccc(C)cc1	i	i	i	i	i	i	i	i	i	i	i
CN(C(=O)CCc1nc2ccccc2s1)c1ccccc1	i	i	i	i	i	i	i	i	i	i	i
CCOC(=O)c1ccc2[nH]c(C)c(C)c2c1	i	i	i	i	i	i	i	i	i	i	i
CC(=O)c1c(C)[nH]c(C(=O)CN2C(=O)NC(C)(c3ccc(C)cc3)C2=O)c1C (configuration not stated)	44*	i	i	i	i	i	i	i	i	i	i
Cc1ccccc1OCCN1C(=O)NC2(CCCc3ccccc32)C1=O (configuration not stated)	i	i	i	i	i	i	i	i	i	i	i
COc1cccc(Nc2nc(-c3sc(N)nc3C)cs2)c1	i	i	i	i	i	i	i	i	i	i	i
COc1ccccc1NS(=O)(=O)c1ccc(Br)s1	i	i	i	i	i	i	i	i	i	i	i
COc1ccc(SCC(=O)c2cc(C)c(OC(=S)N(C)C)c(C)c2)cc1	i	i	i	i	i	i	i	i	i	i	25*
COc1ccc(C2=NOC(C(=O)NCc3ccc(F)cc3)C2)cc1OC (configuration not stated)	i	i	i	i	i	i	i	i	i	i	i
C=CCSC1=C(C#N)C(c2ccccc2OCC)CC(=O)N1 (configuration not stated)	i	i	i	i	i	i	i	i	i	i	i
Cc1ccc(C(=O)Nc2ncc(C)s2)o1	i	i	i	i	i	i	i	i	i	i	i
CC1(C(=O)O)C=CC2(CCCCC2)N1C(=O)c1ccccc1 (configuration not stated)	i	i	i	i	i	i	i	i	i	i	i

Further entries follow:
SMILES	TRPC4 act	TRPC4 inh	MrgX1 ag	TRPC4 potent	TRPC6 act	TRPC6 inhibitor	MrgX1 PAM	MrgX1 antag	ANO1 activ	RGS4 block	ANO1 block
CCOC(=O)c1c(C)nc2sc3c(=O)n(-c4ccc(C)cc4)cnc3c2c1-c1ccc(OC)cc1	i	i	i	i	i	i	i	i	i	i	i
CC(C)(C)c1ccc(-n2ncc3c2CCCC3NC(=O)CN2CCCC2=O)cc1 (configuration not stated)	i	i	i	i	i	i	13.3*	i	i	i	i
Cc1ccc(NC(=S)N2CCN(S(=O)(=O)c3c(F)cccc3F)CC2)cc1C	i	i	i	i	i	i	i	i	i	i	i
COc1ccccc1N1CCN(/N=C/c2ccc([N+](=O)[O-])cc2)CC1	i	i	i	i	i	i	i	i	i	i	i
Cc1oc(-c2ccccc2F)nc1CS(=O)CC(=O)NCc1ccc2c(c1)OCO2 (configuration not stated)	i	i	i	i	i	i	i	i	i	i	i
CCCc1nnc(SCC(=O)N2CCCCC2)n1CCCOC	i	i	i	i	i	i	i	i	i	i	i
C[N+]1(CC2COC3(CCCCC3)O2)CCCCC1 (configuration not stated)	i	i	i	i	i	i	i	i	i	i	i
COc1ccc(C2CC(=O)c3c(O)cc(O)cc3O2)c(CC=C(C)C)c1OC (configuration not stated)	i	i	i	i	i	i	i	i	i	i	i
Cc1ccc(NC(=O)NC2CCCc3ccccc32)cc1 (configuration not stated)	i	i	i	i	i	i	i	-5.27*	i	i	i
COc1ccc(CC2(C)OC(c3ccc([N+](=O)[O-])cc3)=NN2C(C)=O)cc1 (configuration not stated)	i	i	i	i	i	i	i	i	i	i	i
CC1CCC(NC(=O)c2cnccn2)CC1 (configuration not stated)	i	i	i	i	i	i	i	i	i	i	i
O=c1[nH]c(CSc2ncc(-c3ccc(F)cc3)n2Cc2ccco2)nc2ccccc12	i	i	i	i	i	i	i	i	x	i	i
COc1ccc(-n2nc(C(=O)NCC(=O)N3CC(C)CC(C)C3)c3ccccc3c2=O)cc1 (configuration not stated)	i	i	i	i	i	i	i	i	i	i	i
CCOC(=O)/C(=N/Nc1ccc(Cl)cc1)S(=O)(=O)c1ccccc1	i	i	i	i	i	i	i	i	i	i	i
Cc1ccc(-n2c(N)c(C(=O)NCc3ccco3)sc2=S)cc1	i	i	i	i	i	i	i	i	i	i	i
Cc1ccsc1/C=N/n1c(-c2ccncc2)n[nH]c1=S	i	i	i	i	i	i	i	i	i	i	i
COC(=O)c1sc2nc(-c3ccco3)ccc2c1N	i	i	i	i	i	i	i	i	i	i	i

Pulled one by one from above:
SMILES	TRPC4 act	TRPC4 inh	MrgX1 ag	TRPC4 potent	TRPC6 act	TRPC6 inhibitor	MrgX1 PAM	MrgX1 antag	ANO1 activ	RGS4 block	ANO1 block
O=C(OCc1ccccc1)N1CCOCCN(C(=O)OCc2ccccc2)CCOCC1	i	i	i	i	i	i	i	i	i	i	i
COc1ccc(C(=O)C(=O)c2ccc(OCCO)cc2)cc1	i	i	i	i	i	i	i	i	i	i	i
O=S(=O)(c1ccc(F)cc1)N1CCc2ccccc21	i	i	i	i	i	i	i	i	i	i	i
